D3 antag = D3 dopamine receptor (human) antagonism; max response, negative = inhibition, %; 2.5% of 360,000 active; P35462; D3R cells, DiscoveRx beta-arrestin luminescence, antagonist mode; hits give low values; in the data active = max response below about -50%; inconclusive = no clear call, values can overlap the other calls; also: % is scaled to controls: 0 for no effect and ±100 for the full control effect; mostly tested at two doses, the higher about 12 µM
Target sequence (P35462 whole entry, looked up): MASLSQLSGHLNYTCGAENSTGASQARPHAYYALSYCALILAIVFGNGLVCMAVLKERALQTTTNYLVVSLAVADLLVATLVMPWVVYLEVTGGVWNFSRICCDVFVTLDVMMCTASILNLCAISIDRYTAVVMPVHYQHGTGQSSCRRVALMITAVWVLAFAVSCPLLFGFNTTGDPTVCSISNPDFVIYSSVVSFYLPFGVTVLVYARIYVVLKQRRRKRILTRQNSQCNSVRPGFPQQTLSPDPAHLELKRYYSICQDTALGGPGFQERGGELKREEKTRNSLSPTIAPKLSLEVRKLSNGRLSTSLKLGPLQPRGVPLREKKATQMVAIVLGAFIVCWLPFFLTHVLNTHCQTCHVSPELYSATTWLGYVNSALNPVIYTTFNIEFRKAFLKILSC
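Cells plated overnight at 1500 cells/well, then exposed to library compounds with dopamine controls for 90 minutes at 37 degrees C. DiscoveRx reagent added for 30–60 minutes at room temperature; luminescence read, quantitative HTS format.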
DRD3 agonist = activates the human D3 dopamine receptor | P35462 | D3R DiscoveRx beta-arrestin cells, luminescence, 90 min | max activation, % | 0.58% of 410,000 active | AID 652048; in the data active = max activation above about 30%; also: 0% is about no effect; mostly tested at two doses, the higher about 12 µM
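Agonist-mode cell screen: cells plated at 1500/well and incubated overnight at 37 °C, then exposed to library compounds for 90 min at 37 °C. Detection reagent was added for 30–60 min at room temperature, and luminescence was read.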
FUS yeast rescue = FUS proteinopathy suppression in yeast; S. cerevisiae FUS-expressing, growth rescue, OD600, 24 h; 0.24% of 390,000 active; Potency, µM (doses to about 76.6 µM), for the others: at the highest dose growth rescue (activation), actives largely listed as activators;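 also: potency is read from the fitted curve at half-maximal effect; plate controls were DMSO vehicle for no effect and reference control for full effect; nearly all actives have a fitted effect of over 55% in size; some results filed as inactive show a strong effect at the top dose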
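Galactose (2%) drives FUS expression in yeast precultured in raffinose; seeding density OD 0.005. Test compounds incubated 24hr at 30C and 99% humidity before absorbance at 600 nm was measured.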
TDP-43 yeast inh = inhibitors of TDP-43 toxicity in yeast | Potency, µM (highest dose often 46.1 µM), without a hit: top-dose growth rescue (activation), usual class: activators | 1.8% of 410,000 active | TDP-43 expressing yeast growth rescue, BacTiter-Glo, 24 h; also: potency is read from the fitted curve at half-maximal effect; % of control where 0% means no effect; nearly all actives have a fitted effect of over 50% in size
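Luminescence from BacTiter-Glo reports growth of TDP-43-expressing yeast after 24 hr at 30 deg C with compound. Cells were raffinose-pregrown to mid-log, then seeded in galactose medium at OD600=0.02.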
EPAC2 antag = EPAC2 (human) antagonism; Q8WZA2; EPAC2 GEF exchange of Rap1B-BODIPY-GDP, fluorescence; Potency, µM (titrated, usually from 114 µM), for the others: at the highest dose activity, negative = inhibition, hits mostly inhibitors; 0.18% of 360,000 active; AID 720708; also: potency is read from the fitted curve at half-maximal effect; % is scaled to controls: 0 for no effect and ±100 for the full control effect; nearly all actives have a fitted effect of over 45% in size; many of its hits are not listed in these tables
EPAC2 agonist = activates human EPAC2 exchange factor | Potency, µM (highest dose often 154 µM), inactives show top-dose activation, hits mostly activators | 0.079% of 360,000 active | EPAC2 activation, biochemical qHTS; response scale: 100% = 6.5 mM cAMP response; also: potency is read from the fitted curve at half-maximal effect; nearly all actives have a fitted effect of over 50% in size
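Guanine nucleotide exchange by EPAC2 is measured as reduced fluorescence of BODIPY-GDP once it is released from 250 nM Rap1B. Plates are read kinetically for 30 min at room temperature; results are scaled to 6.5 mM cAMP.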
Abeta rescue = restores growth of yeast expressing A-beta42 peptide. 0.063% of 410,000 active. AID 1347071. Potency, µM (highest dose often 46.1 µM), without a hit: top-dose growth rescue, actives largely listed as activators. yeast expressing A-beta42, growth rescue, OD600, 48 h; response scale: 0% DMSO, 100% iron-clioquinol control; also: potency is read from the fitted curve at half-maximal effect; nearly all actives have a fitted effect of over 55% in size
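Yeast growth medium received pinned compounds, then yeast cells expressing toxic A-beta were added; plates incubated at 30 C for 48 hr. Growth read as absorbance at 600 nm, normalized to DMSO and equimolar FeCl3 plus clioquinol controls.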
aSyn yeast inh = inhibitors of alpha-synuclein toxicity in yeast. Potency, µM (doses to about 46.1 µM), for inactives: at the highest dose growth rescue (activation), usual class: activators. Yeast expressing alpha-synuclein, growth rescue, BacTiter-Glo, 24 h. 0.14% of 370,000 active. AID 652106; also: potency is read from the fitted curve at half-maximal effect; % of control where 0% means no effect; nearly all actives have a fitted effect of over 65% in size
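Galactose-induced alpha-syn yeast (OD600=0.02, raffinose-pregrown) + pinned cpd, 24 hr, 30 deg C; growth by BacTiter-Glo luminescence. Growth restoration scores as activation.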
* marks the source's active call; other numbers are inactive results; ? = inconclusive; · = no result given; & = joins results of further samples; [ ] = remark or other dose. Unless noted, calls follow the shape of the dose curve; as a rule, active = well fitted curve in the direction sought with a large enough effect; inconclusive = small, poorly fitted or top-dose-only effect, or another doubt; inactive = no such curve, though single readings can be large; an effect the other way counts as inactive or inconclusive. These rows are one share of the data; the hit share may differ from the screen's.

SMILES	D3 antag	DRD3 agonist	FUS yeast rescue	TDP-43 yeast inh	EPAC2 antag	EPAC2 agonist	Abeta rescue	aSyn yeast inh
CCC(CC)C(=O)OCC(=O)Nc1cccc(S(=O)(=O)N(C)c2ccccc2)c1	1	-1	32%	-6%	-26%	4%	15%	14%
Cc1cccc(N2N=C(C(=O)N3CC(=O)Nc4ccccc43)CCC2=O)c1	11	-9	-9%	4%	-10%	7%	2%	0%
COCCOC(=O)C1=C(C)N(c2ccccc2)C(=O)NC1c1cccc([N+](=O)[O-])c1 (stereo unspecified)	5	-4	21%	10%	3%	-2%	9%	2%
CC1CCCN(S(=O)(=O)c2ccc(NC(=O)C3CC(=O)N(c4ccccc4)C3)cc2)C1 (stereo unspecified)	3	2	-2%	14%	-12%	8%	7%	-1%
Cc1onc(-c2c(Cl)cccc2Cl)c1C(=O)O/N=C(\C#N)c1c(Cl)cccc1Cl	-13	-7	-2%	21%	15%	10%	-1%	-1%
O=C(Nc1sc2c(c1C(=O)NC1CC1)CCCCCC2)c1ccco1	-6	-18	22%	-10%	-5%	0%	11%	-6%
Cn1c(=O)n(Cc2c(F)cccc2Cl)c(=O)c2c1nc1n2CCN1c1ccc(F)cc1	·	5	-21%	9%	·	·	-7%	·
COc1cccc(NC(=O)CSc2nnc3ccc(-c4ccncc4)nn23)c1	0	-14	8%	0%	-3%	10%	-8%	0%
Cc1ccc(C)n1NC(=O)c1ccccc1Cl	13	-1	24%	9%	4%	-11%	10%	-1%
COC(=O)C1(C)CCc2c(ccc3ccccc23)C1=O (stereo unspecified)	-23	0	-2%	-2%	?	6%	-20%	-2%
COc1cc(NC(=O)CSc2ncnc3sc4c(c23)CCC(C)C4)c(C(=O)O)cc1OC (stereo unspecified)	-13	-10	13%	-10%	-17%	6%	17%	-4%
O=C(Nc1ccc(F)c([N+](=O)[O-])c1)c1cccs1	-11	-8	-34%	?	-2%	5%	9%	-4%
O=C(c1ccc(F)cc1)c1cnc(Nc2ccccc2)s1	-6	-5	16%	-8%	7%	6%	0%	-3%
O=C(O)CCc1ccc(-c2ccccc2)n1-c1ccc(C(=O)O)cc1	0	-5&7	-12%&24%	13%&17%	0%	11%	-3%&0%	?
Cc1ccccc1N/N=C/c1sc(=O)n(Cc2cccc(C(=O)O)c2)c1Cl	-13	-6	3%	-3%	-29%	-3%	-10%	1%
O=C(NC1CCCCC1)c1cccs1	6	-1	10%	3%	0%	5%	19%	5%
C=C(C)C(=O)N1CC2(CC(c3cccc(NC(=O)/C(C)=C\C)c3)=NO2)C[C@H]1C(N)=O (stereo partly specified)	-9	2	-5%	-1%	9%	0%	-1%	1%
COc1ccc(N(CC(=O)NCc2ccc3c(c2)OCO3)C(=O)CCC(=O)Nc2ccccn2)cc1	-28	-13	4%	1%	-7%	-1%	-8%	0%
O=C(C[C@H]1C[C@@H]2c3cc(NC(=O)Nc4ccccc4F)ccc3O[C@@H]2[C@H](CO)O1)NCc1ccccn1	0	5	-7%	-5%	9%	5%	-8%	0%
CCn1ncc(/C=N\NC(=O)COc2cc(C)cc(C)c2)c1C	7	5	·	-2%	-1%	2%	5%	0%
CCN(CC)S(=O)(=O)c1ccc2oc(C(=O)NCCCN3CCOCC3)c(C)c2c1	15	-2	-4%	-3%	14%	0%	9%	6%
CC(=O)c1ccc(NC(=O)COc2ccccc2-c2nc(-c3ccc(C)cc3)no2)cc1	·	13	-17%	21%	·	·	-10%	·
CC1Cc2nc(SCC(=O)c3ccccc3)n(Cc3ccccc3)c(=O)c2S1 (stereo unspecified)	26	0	16%	0%	10%	7%	-1%	4%
CCCCc1ccc(S(=O)(=O)NC(=O)C2(C)CCN2C(=O)c2ccccc2)cc1 (stereo unspecified)	1	-2	12%	?	-2%	5%	-19%	2%
NCCCC[C@H]1CNC(=O)C(=O)N1CCCCC1CCCCC1	0	-12	-1%	4%	3%	8%	-16%	-14%
COc1ccc(C(=O)O)cc1S(=O)(=O)NCCc1ccccn1	12	7	-6%	6%	2%	10%	-3%	-2%
CCn1c(CNC(=O)c2ccco2)nnc1SCC(=O)Nc1cc(C)c(C)cc1Br	-14	-3	19%	14%	11%	3%	9%	-1%
Cc1ccccc1OCc1nnc(SCc2cc(=O)c3cccc(F)c3[nH]2)n1C	·	7	-6%	15%	·	·	4%	·
CCCc1nnc(NC(=O)CCC(=O)N2CCN(Cc3ccccc3)CC2)s1	14	8	-15%	-4%	2%	2%	-2%	-8%
CN(Cc1ccccc1)C(=O)CCC1CCN(C(=O)c2ccco2)CC1	14	-3	-23%	24%	6%	3%	3%	1%
CS(=O)(=O)N(CC(=O)Nc1ccc2c(c1)OCO2)c1ccc(Cl)cc1	-9	-1	10%	23%	-1%	3%	9%	1%
O=C1NC[C@@H](CCCCN2C[C@H](Cc3ccccc3)N(CCC3CCCCC3)C(=O)C2=O)N(CCc2ccc(O)cc2)C1=O	-15	-13	?	14%	-25%	5%	-11%	-7%
O=C(Nc1ccc(Cl)cc1)N1CCC(CN2CCCCCC2)CC1	·	-13	-13%	6%[9.22 µM]	·	·	-14%	·
CCc1nnc2sc(-c3ccc(NC(=O)CSc4ccc(Cl)cc4)cc3)nn12	-8	-9	-4%	-16%	21%	6%	3%	0%
Cc1ccc(C(=O)Nc2nc3c(s2)CCCC3)o1	13	1	11%	14µM*	5%[57.1 µM]	-17%	-27%	-27%
Cc1c(C(=O)Nc2ccccc2C(=O)N2CCCC2)cccc1[N+](=O)[O-]	0	2	-16%	2%	1%[57.1 µM]	12%	-2%	10%
CCC(=O)c1cn(CC(=O)Nc2ccccc2F)c2ccccc12	-13	-14	13%	10%	-5%	10%	8%	-4%
Cc1ccc(NC(=O)CCC(=O)OCCCC(F)(F)C(F)(F)F)cc1	0	-5	11%	24%	-1%	-12%	?	10%
COCCNc1nc(NCCN2CCNC2=O)c2sccc2n1	?	-7	0%	17%	2%	10%	-12%	-13%
CCCc1c(C(=O)N2CCN(c3ccccc3OC)CC2)cnn1-c1ccccc1	14	1	21%	22%	-5%	15%	1%	5%
Fc1ccc(-n2nnc(-c3ccccc3Cl)n2)cc1	1	-3	-2%	-13%[1.82 µM]	6%	-2%	-5%	-1%
O=C(CN1C(=O)CC(c2ccco2)Sc2ccccc21)Nc1ccc(C(F)(F)F)cc1 (stereo unspecified)	·	-1	-6%	11%	·	·	-13%	-4%
CCOC(=O)c1c(C)[nH]c(C(=O)COC(=O)c2[nH]c(C)c(C(C)=O)c2C)c1C	16	37*	34%	-16%	7%	-10%	4%	2%
Cc1cccc(-n2c3nc(=O)n(C)c(=O)c-3cc3ccc(Cl)cc32)c1C	·	2	-18%	12%	·	·	-4%	·
S=c1nc(-c2ccccc2Br)[nH][nH]1	10	-5	0%	5%	-7%	8%	12%	-9%
CC(C)(C)n1nc2c(c1NC(=O)c1cc3ccccc3o1)CS(=O)(=O)C2	14	-3	-15%	3%	7%	-2%	20%	0%
COc1ccc(S(=O)(=O)N2CCCC2CNC(=O)C(=O)NCc2ccccc2Cl)cc1 (stereo unspecified)	8	1	29%	-1%	0%	3%	-5%	-4%
CCOc1ccc(NC(=O)c2ccc3c(SCC(=O)O)c4c(nc3c2)CCC4)cc1	·	-11	-7%	-3%	·	·	-2%	·
CCNC(=O)C(=O)NCCC1CCCCN1S(=O)(=O)c1cccs1 (stereo unspecified)	-54*	-10	4%	-3%	-5%	9%	6%	-3%
O=C(O)c1ccc(/C=N/NC(=O)c2ccc3c(c2)OCCO3)cc1	-9	0	-18%	21%	5%	2%	-2%	1%
COc1ccc(C(=O)Nc2ccccc2SCc2cc(=O)n3nc(C)sc3n2)cc1OC	4	17	-14%	11%	2%	0%	1%	1%
O=C(O)CCc1ccc(-c2ccccc2)n1CC(=O)O	21	-2	18%	0%	-6%	6%	12%	2%
O=C(Nc1ccc(N2CCOCC2)nc1)c1ccc(Cl)cc1	-7	3	10%	12%	9%	5%	-8%	2%
CCOc1ccc(OCCOCCOc2c(Cl)cccc2Cl)cc1	-6	6	·	0%	-3%	3%	-10%	-12%
CC(=O)NN1C(=O)c2ccccc2NC1c1cccc([N+](=O)[O-])c1 (stereo unspecified)	-17	-8	15%	-17%	13%	2%	-20%	-4%
CC1(C)CC(=O)C(CS(=O)(=O)c2ccccc2)=C(Cl)C1	8	2	4%	18%	4%	-1%	-11%	1%
COc1ccc(/C=N/N=C2/C(=O)Nc3ccccc32)cc1O	-19	-8	4%	-21%	4%	12%	-19%	-2%
CC(C)c1cc(-c2cc(C(=O)Nc3ccccc3)on2)nc(NC2CCCC2)n1	10	-4	24%	?	3%	3%	-10%	?
CC(=O)Nc1ccc(S(=O)(=O)NCCc2csc3nc(-c4cccc(C)c4)nn23)cc1	·	3	8%	21%	·	·	9%	·
CN(C(=O)c1cnccn1)c1c(N)n(Cc2ccccc2)c(=O)[nH]c1=O	-15	-16	-9%	-15%	20%	15%	3%	-17%

Shown with two lines to a compound: entries from further up
Order of values – D3 antag, DRD3 agonist, FUS yeast rescue, TDP-43 yeast inh, EPAC2 antag, EPAC2 agonist, Abeta rescue, aSyn yeast inh
- CCNC(=O)C(=O)NCCC1CCCCN1S(=O)(=O)c1cccs1 (stereo unspecified)
 : -54*, -10, 4%, -3%, -5%, 9%, 6%, -3%
- O=C(O)c1ccc(/C=N/NC(=O)c2ccc3c(c2)OCCO3)cc1
 : -9, 0, -18%, 21%, 5%, 2%, -2%, 1%
- COc1ccc(C(=O)Nc2ccccc2SCc2cc(=O)n3nc(C)sc3n2)cc1OC
 : 4, 17, -14%, 11%, 2%, 0%, 1%, 1%
- O=C(O)CCc1ccc(-c2ccccc2)n1CC(=O)O
 : 21, -2, 18%, 0%, -6%, 6%, 12%, 2%

Next results.
SMILES	D3 antag	DRD3 agonist	FUS yeast rescue	TDP-43 yeast inh	EPAC2 antag	EPAC2 agonist	Abeta rescue	aSyn yeast inh
CC1=C(CC/C(C)=N/NC(N)=S)C(C)(C)CCC1	-22	-44	2%	-4%	-3%	-7%	19%	-3%
COc1cc2ccccc2ccc1=NO	1	3	20%	2%	8%	-1%	19%	25%
COc1ccc(CNC(=S)Nc2ccc(Br)cc2)cc1	4	4	4%	18%	7%	7%	7%	-1%
CCN1CCN(c2ncnc3c2cnn3-c2ccc(C)cc2C)CC1	?	1	4%	-13%	15%	17%	0%	-3%
CCCCS(=O)(=O)Nc1ccc(C(=O)NCC2CCCO2)cc1 (stereo unspecified)	-21	0	27%	-14%	11%	7%	-1%	3%

Screens (PubChem)
